HePTP inhibitor: inhibitors of human HePTP phosphatase, primary screen, biochemical, absorbance, leukemia target; Tyrosine-protein phosphatase non-receptor type 7 (Homo sapiens), P35236; recombinant HePTP phosphatase activity, OD absorbance; inhibition, % at 20 µM; hit rate 0.64% among 110,000; AID 521, 2006; in the data active = inhibition above about 50%;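 also: plate controls were vehicle for no effect and reference inhibitor for full effect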
Target sequence (P35236 whole entry, looked up): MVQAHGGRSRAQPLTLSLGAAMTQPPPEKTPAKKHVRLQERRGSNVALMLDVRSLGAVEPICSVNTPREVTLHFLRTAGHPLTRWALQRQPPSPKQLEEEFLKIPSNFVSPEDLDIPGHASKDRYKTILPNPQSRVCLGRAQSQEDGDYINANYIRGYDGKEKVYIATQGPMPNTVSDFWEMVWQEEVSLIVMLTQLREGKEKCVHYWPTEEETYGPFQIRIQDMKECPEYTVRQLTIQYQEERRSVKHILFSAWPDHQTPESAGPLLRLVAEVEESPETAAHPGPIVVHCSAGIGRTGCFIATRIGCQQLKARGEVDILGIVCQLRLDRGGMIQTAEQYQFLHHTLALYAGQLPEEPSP
BAP1 block: inhibitors of BAP1 deubiquitinase, primary screen, biochemical, Ub-AMC fluorescence, kinetic | Ubiquitin carboxyl-terminal hydrolase BAP1 (Homo sapiens), Q92560 | recombinant BAP1, Ub-AMC hydrolysis fluorescence kinetic; hits give low values | activity remaining (% of control), % at 20 µM | hit rate 0.48% among 72,000 | AID 436, 2006;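 active = activity remaining at or below 50% of control, provided the compound also passes the data quality filters; inactive = the rest, including low values that fail the filters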;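 also: 100% = DMSO wells rate and 0% = substrate alone blank rate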
The depositor's hits bear a star; i = inactive; x = not tested or not shown; & = joins results of further samples. No enrichment for hits; 0.83% or so of the library scored in one or more.

SMILES | HePTP inhibitor | BAP1 block
CCOc1cc(-c2noc(CCC(=O)Nc3cccnc3)n2)ccc1OC | -8 | 100
CC(=O)C1=C(O)C(=O)N(CC2CCCO2)C1c1ccc(O)cc1 (stereo not drawn) | 4 | x
COC(=O)c1ccccc1NC(=O)CSc1nnnn1C1CCCCC1 | -3 | 74
CCn1cc(-c2cc(C(F)(F)F)n3nc(C(=O)O)cc3n2)c(C)n1 | -6 | 79
Cc1cc([N+](=O)[O-])c(-c2ccc(C=C3C(=O)c4ccccc4C3=O)o2)cc1Cl | 7 | x
CN1CCN(C(CNS(=O)(=O)c2ccc(Cl)cc2)c2cccnc2)CC1 (stereo not drawn) | -5 | 107
CCOC(=O)c1cccnc1SC(CC)C(=O)N1CCOCC1 (stereo not drawn) | 6 | 102
CC(NC(=O)CN1CCC(C(N)=O)CC1)c1ccccc1 (stereo not drawn) | -4 | 76
CCOC(=O)/C(C#N)=C1/N(C)c2ccccc2N1N | -18 | x
O=[N+]([O-])c1ccc(C2Nc3c(I)cccc3C3C=CCC32)cc1 (stereo not drawn) | -2 | x
Cc1cc(C)nc(N(C#N)CC(=O)Nc2ccccc2)n1 | 10 | 110
COc1cc(/C=C2\SC(=S)N(CCCCCCCCCCC(=O)O)C2=O)ccc1O | -6 | x
COc1cc2c(cc1OC)CN(S(=O)(=O)c1ccc3c(c1)OCCO3)CC2 | 8 | 110
COc1cccc(-c2csc(N3CCN(CC(=O)Nc4ccc5c(c4)OCO5)CC3)n2)c1 | 1 | x
COc1ccc(CCNC(=O)c2cccc(Br)c2)cc1OC | -1 | x
COc1cc(/C=c2\sc3nc4c(C)cccc4n3c2=O)ccc1O | 11 | x
COc1ccc(NC(=O)Nc2cccc(C)n2)cc1 | -15 | 86
COc1ccc(-n2c(SCC(N)=O)nnc2-c2ccccc2F)cc1 | 4 | 95
Cc1ccc(N(CC(O)CN2CCCC2)S(=O)(=O)c2ccc(C)cc2)cc1 (stereo not drawn) | 17 | 95
COc1ccccc1-c1nnc(NC(=O)OCC(C)C)s1 | 5 | 95
Cc1cc(N2CCN(C)CC2)nc2ccc(NC(=O)c3ccc4c(c3)OCO4)cc12 | 14 | x
Cc1cccc(C2CN(C)CCc3c2cc(O)c(O)c3Cl)c1 (stereo not drawn) | x | 100
C=CCn1c(SCC(=O)c2cccs2)nc2sc(C)cc2c1=O | -2 | 94
O=C(Nc1ccc(S(=O)(=O)Nc2ncccn2)cc1)c1cccc(Br)c1 | 8 | x
Cc1cnnc2c1-c1nonc1CC2 | 6 | 96
Cc1cc(C)c(S(=O)(=O)N(CC(=O)O)C2CCCCC2)c(C)c1 | 6 | 67
Oc1cccc(Nc2nc(-c3ccccn3)cs2)c1 | 0 | x
CC1=NN(c2cccc(C(=O)O)c2)C(=O)/C1=C\c1ccc(F)cc1 | 6 | x
CC(=O)c1c(C)n(S(=O)(=O)c2ccccc2)c2ccc(NS(=O)(=O)c3ccccc3)cc12 | 9 | x
O=C(N/N=C/c1ccc(O)cc1O)c1[nH]c2ccc([N+](=O)[O-])cc2c1-c1ccccc1 | 3 | x
O=c1[nH]c2ccc(S(=O)(=O)N3CCN(C4CCCCC4)CC3)cc2[nH]c1=O | -2 | 115
O=C(O)c1ccc2nc3cc(N4CCOCC4)c(N4CCOCC4)cc3nc2c1 | -6 | x
Cc1ccsc1C=Nc1cccc([N+](=O)[O-])c1 | -7 | x
O=C(c1ccccc1NS(=O)(=O)c1ccc(Br)s1)N1CCOCC1 | 0 | 69
CCNC(=O)CC1C(=O)N(c2ccc(F)cc2)C(=O)N1CCc1ccc(OC)cc1 (stereo not drawn) | 0 | 102
Cc1cc(NC(=O)CCC(=O)N(CC(=O)NC2CCCC2)c2ccc3c(c2)OCCO3)no1 | 9 | 108
Cc1cccc(N2C(=O)CC(N3CCN(c4cccc(C(F)(F)F)c4)CC3)C2=O)c1 (stereo not drawn) | 2 | 89
COc1ccc2[nH]cc(C(=O)CN3CCN(C(=O)c4ccco4)CC3)c2c1 | 7 | 90
CCS(=O)(=O)c1nc2ccccc2n1CC(=O)N1CCCCC1 | 3 | 77
CCC(=O)N(Cc1cc(=O)[nH]c2ccccc12)C1CCCCC1 | -4 | 128
COc1ccc(C2C(C(=O)OC(C)C)C(=O)CC(C)(O)C2C(=O)OC(C)C)cc1OC (stereo not drawn) | 6 | x
Cc1ccc(-c2cc(C(=O)N/N=C/c3ccccc3)[nH]n2)cc1 | -11 | x
O=C(Nc1cccc(-c2cn3cccnc3n2)c1)c1ccc(Br)o1 | 0 | i
O=C(NCc1ccco1)C1c2ccccc2Oc2ccccc21 | 9&-12 | 80
N#Cc1c(N)[nH]c(=S)c(C#N)c1-c1cccc([N+](=O)[O-])c1 | -1 | x
O=C(NCc1ccc2c(c1)OCO2)C(=O)Nc1ccccc1F | -5 | x
N#Cc1ccccc1NS(=O)(=O)c1ccccc1[N+](=O)[O-] | -4 | x
O=C1CC(=O)N(CCc2ccccc2)C(=O)N1CCc1ccccc1 | 8 | 55
CCc1ccc(NC(=O)COc2cc(C)c(Cl)c(C)c2)cc1 | -6 | x
CCOC(=O)Nc1sc2c(c1C(=O)OCC)CCCCCC2 | -20 | x
Later entries.
SMILES | HePTP inhibitor | BAP1 block
CC(C)(C)n1nnnc1CN1CCC(NC(=O)NC2CCCCC2)CC1 | 7 | 92
CCc1nn(CCCC(=O)N2CCc3ccccc3C2)c(=O)c2cc3occc3n12 | -5 | 91
Brc1cccc(C=CC=Nc2cccc(-c3nc4ccccc4o3)c2)c1 | x | 166
CCCSc1nc2sc3c(c2c(=O)[nH]1)CCc1ccccc1-3 | -7 | x
CC(=O)OCCN1C(=O)c2cccc([N+](=O)[O-])c2C1=O | x | 102
Cc1ccc(SC(C)C(=O)Nc2ncn[nH]2)cc1 (stereo not drawn) | 1 | 85
O=C(CSc1nnc(COc2ccccc2)n1-c1ccccc1)c1cccs1 | 7 | 91
O=C(N1CCOCC1)N1CCOCC1 | -2 | 103
c1ccc2c(c1)OCC(c1nnc3n1-c1ccccc1SC3)O2 (stereo not drawn) | 8 | 90
CC(C)CSc1nnc2[nH]c(=O)cc(N)n12 | x | 99
O=C(NCC1(c2ccccc2)CCOCC1)c1ccco1 | -10 | x
CCOC(=O)c1[nH]c2ccc(C)cc2c1N=CN(CC)CC | 6 | 139
CNC(=O)c1cc(-c2ccc(OC)cc2)nc2ccccc12 | 6 | x
Cn1c(=O)c2c(nc(NCCc3ccccc3)n2Cc2ccccc2)n(C)c1=O | 8 | 84
CC(C)CCNC(=O)c1cccc(I)c1 | 5 | x
O=C1NC(=O)N(c2ccc(Cl)cc2)C(=O)/C1=C\c1ccc(-c2ccc(C(=O)O)c(Cl)c2)o1 | 4 | x
CC(NC(=O)Cc1cccs1)C(c1cccs1)N1CCN(c2ccccc2F)CC1 (stereo not drawn) | -3 | x
Cc1cc(NS(=O)(=O)c2ccccc2)c(C)c(Cl)c1O | -6 | 81
Cc1ccccc1-c1n[nH]c(=S)n1C1CCCCC1 | -4 | x
CCCC(=O)Nc1cc(C)c(NC(=O)c2ccccn2)cn1 | 3 | 100
COc1ccc(C(=O)NNC(=O)c2ccccc2[N+](=O)[O-])cc1 | 13 | x
N#CCOc1ccc2cc(-c3nc4ccccc4s3)c(=O)oc2c1 | x | 133
CC1CN(C(=O)c2cc([N+](=O)[O-])cc([N+](=O)[O-])c2N)CC(C)O1 (stereo not drawn) | 8 | x
CN1CCC(=NNC(=O)C(=O)NCC2CCCO2)CC1 (stereo not drawn) | 0 | x
CCOc1ccccc1C1NC(=S)NC(C)=C1C(=O)OCCSCC (stereo not drawn) | x | 109
CCc1nnc(NS(=O)(=O)c2ccc(NC(=O)c3ccccc3[N+](=O)[O-])cc2)s1 | -2 | x
COc1cc(/C=C/C(=O)c2c(-c3ccccc3)c3cc(Cl)ccc3[nH]c2=O)cc(OC)c1OC | 4 | x
CCCn1c(=N)c(C(=O)NCc2ccc3c(c2)OCO3)cc2c(=O)n3cccc(C)c3nc21 | 7 | 185
Cc1cc(C)nc(N2CCCC(C(=O)NCCc3cccc(F)c3)C2)n1 (stereo not drawn) | -6 | 112
OC(CNc1nc2ccccc2s1)c1ccccc1 (stereo not drawn) | 1 | 114
CC(C)(C)NC(=O)CN(Cc1cccnc1)C(=O)c1csnn1 | 9 | 100
COCC(=O)/C=C1\Sc2ccccc2N1C | 5 | 65
O=S(=O)(/C=C/c1ccccc1)N1CCN(C/C=C/c2ccccc2)CC1 | 8 | x
CCN(CC)CCN1C(=O)C(=O)/C(=C(/O)c2ccc(OC)cc2)C1c1ccco1 (stereo not drawn) | 4 | 157
O=C(O)CC1=C(O)C(=O)N(c2ccccc2)C1c1ccccc1 (stereo not drawn) | 12 | 86
CCOc1ccc(OCC)c(NC(=O)CN(C)S(=O)(=O)c2cccc3nsnc23)c1 | 5 | 94
COC(=O)CC1=C(C)C(=O)CC2C(C)(C)CCCC12C (stereo not drawn) | -5 | 89
O=C(NCc1ccc2c(c1)OCO2)c1ccc(Cl)cc1[N+](=O)[O-] | 0 | x
O=C(O)c1ccc(N=C2SCC(=O)N2Cc2ccccc2)cc1 | 4 | x
Cc1ccc2oc(-c3cccc(NC(=O)c4cc([N+](=O)[O-])ccc4Br)c3C)nc2c1 | x | 55
COc1ccccc1NC(=O)CCN1C(=O)C2CC=C(Cl)CC2C1=O (stereo not drawn) | 8 | 102
CCCCn1c(-c2ccccc2)nc2ccccc21 | 6 | x
O=S(=O)(Nc1ccc(F)cc1)N1CCCCCC1 | 4 | 85
O=C(O)c1cccc(N2Cc3ccc(Br)cc3C2)c1 | -6 | x
COc1cc(=O)n(C)c2c(OCC(O)C(C)(C)O)cccc12 (stereo not drawn) | -9 | 90
Cn1c(=O)c2c(nc(Sc3ncccn3)n2Cc2ccc(Cl)cc2)n(C)c1=O | 4 | 95
O=C(Nc1ccc2c(c1)OCO2)c1ccc(Br)s1 | 2 | 77
COc1ccc(N(C(C)=O)S(=O)(=O)c2cc(OC)ccc2OC)cc1 | 5 | 95
COc1ccc(C2(NC(C)=O)CCN(C(=O)CCC(=O)O)CC2)cc1 | 1 | 102
COC(=O)c1ccccc1NC(NC(=O)c1ccco1)C(=O)c1ccccc1 (stereo not drawn) | 4 | 67
Additional compounds follow:
SMILES | HePTP inhibitor | BAP1 block
Cc1ccc(C(=O)Nc2ccc(OC(F)(F)F)cc2)cc1 | 6 | x
O=C1c2ccccc2C(=O)C12OC(c1ccc(Cl)cc1)C1(C(=O)c3ccccc3C1=O)C2c1ccc(F)cc1 (stereo not drawn) | 13 | x
Cc1ccc(C(=O)Nc2ccccc2)cc1S(=O)(=O)N1CCOCC1 | x | 96
CC(C)CC(NS(=O)(=O)c1ccc2c(c1)oc(=O)n2C)C(=O)NCc1cccnc1 (stereo not drawn) | 7 | 92
COc1cccc(C2C(C(=O)c3cc4ccccc4o3)=C(O)C(=O)N2c2cc(C)on2)c1OC (stereo not drawn) | 2 | 91
Cn1c(=O)n(CCOc2ccc([N+](=O)[O-])cc2)c2ccccc21 | 6 | 64
CCC(Oc1ccccc1)C(=O)Nc1cccc2c1C(=O)c1ccccc1C2=O (stereo not drawn) | -12 | 56
COc1ccccc1NC(=O)c1ccccc1C(F)(F)F | 10 | x
CCCCOc1ccc(C=C2C(=O)NC(=S)NC2=O)cc1OC | -12 | x
O=C(CSc1nnc(COc2ccccc2)n1Cc1ccco1)NCc1ccco1 | 6 | 95

5 entries from above in a different format:
Structure	HePTP inhibitor	BAP1 block
O=C(O)c1ccc2nc3cc(N4CCOCC4)c(N4CCOCC4)cc3nc2c1	-6	x
CCCC(=O)Nc1cc(C)c(NC(=O)c2ccccn2)cn1	3	100
O=C(N/N=C/c1ccc(O)cc1O)c1[nH]c2ccc([N+](=O)[O-])cc2c1-c1ccccc1	3	x
CCc1nn(CCCC(=O)N2CCc3ccccc3C2)c(=O)c2cc3occc3n12	-5	91
Cc1ccc(C(=O)Nc2ccccc2)cc1S(=O)(=O)N1CCOCC1	x	96

The main list resumes, repeating the four entries before the break.
SMILES | HePTP inhibitor | BAP1 block
CCC(Oc1ccccc1)C(=O)Nc1cccc2c1C(=O)c1ccccc1C2=O (stereo not drawn) | -12 | 56
COc1ccccc1NC(=O)c1ccccc1C(F)(F)F | 10 | x
CCCCOc1ccc(C=C2C(=O)NC(=S)NC2=O)cc1OC | -12 | x
O=C(CSc1nnc(COc2ccccc2)n1Cc1ccco1)NCc1ccco1 | 6 | 95
O=C1Nc2ccccc2C1=Cc1nc2ccccc2c(=O)n1-c1cccc2ccccc12 | -2 | x
COc1cc(C2Nc3ccccc3C(=O)N2c2ccc(C)cc2)ccc1O (stereo not drawn) | 2 | x
CC(C)CC(NC(c1ccccc1)(c1ccccc1)c1ccccc1)C(=O)O (stereo not drawn) | 4 | x
CCOC(=O)N1CCN(c2c(Nc3cc(C)[nH]n3)c(=O)c2=O)CC1 | 4 | 91
COc1ccc(Cl)cc1C(=O)NC(C)C | -8 | x
Clc1cccc(Cl)c1NC1=NCCN1 | x | 96
CCOC(=O)c1cccc(NC(=O)Cn2cnc3c2c(=O)n(C)c(=O)n3C)c1 | 1 | 98
Cc1cc(C)n(-c2ccc(C(=O)OCC(=O)NCc3ccco3)cc2)n1 | 10 | 107

Screening results deposited in PubChem BioAssay by several laboratories.
